ROMK primary: modulates human ROMK potassium channel activity | 130,000 compounds, 2% hits | Tet-inducible ROMK, thallium flux fluorescence; actives lie on both sides | B-score at 10 µM | P48048;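 active means signal ratio slope over the read window, or its plate-corrected B-score, at least 3 SD from the plate mean, either direction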;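 further: B-score of the F/F0 ratio slope over 7 to 12 s after thallium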
Target sequence (P48048 whole entry, looked up): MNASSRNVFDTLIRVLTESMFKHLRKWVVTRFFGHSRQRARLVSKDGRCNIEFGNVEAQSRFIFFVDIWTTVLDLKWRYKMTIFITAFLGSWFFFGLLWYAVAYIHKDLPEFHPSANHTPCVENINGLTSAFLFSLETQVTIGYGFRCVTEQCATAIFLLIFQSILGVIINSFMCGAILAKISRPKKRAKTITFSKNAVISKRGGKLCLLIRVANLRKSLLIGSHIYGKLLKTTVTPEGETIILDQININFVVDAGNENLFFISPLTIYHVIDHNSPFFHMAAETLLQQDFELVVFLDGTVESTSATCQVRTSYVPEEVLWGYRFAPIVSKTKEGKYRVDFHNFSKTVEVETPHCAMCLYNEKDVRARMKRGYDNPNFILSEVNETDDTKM
PPARg SRC-1 ag: agonists of human PPARgamma SRC-1 coactivator recruitment; P37231; AID 631; 200,000 compounds, 0.41% hits; activation, % at 8 µM; PPARgamma-SRC-1 coactivator recruitment biochemical assay; in the data active means activation above about 19%;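 further: 0% = DMSO and 100% = reference agonist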
Target sequence (P37231 whole entry, looked up): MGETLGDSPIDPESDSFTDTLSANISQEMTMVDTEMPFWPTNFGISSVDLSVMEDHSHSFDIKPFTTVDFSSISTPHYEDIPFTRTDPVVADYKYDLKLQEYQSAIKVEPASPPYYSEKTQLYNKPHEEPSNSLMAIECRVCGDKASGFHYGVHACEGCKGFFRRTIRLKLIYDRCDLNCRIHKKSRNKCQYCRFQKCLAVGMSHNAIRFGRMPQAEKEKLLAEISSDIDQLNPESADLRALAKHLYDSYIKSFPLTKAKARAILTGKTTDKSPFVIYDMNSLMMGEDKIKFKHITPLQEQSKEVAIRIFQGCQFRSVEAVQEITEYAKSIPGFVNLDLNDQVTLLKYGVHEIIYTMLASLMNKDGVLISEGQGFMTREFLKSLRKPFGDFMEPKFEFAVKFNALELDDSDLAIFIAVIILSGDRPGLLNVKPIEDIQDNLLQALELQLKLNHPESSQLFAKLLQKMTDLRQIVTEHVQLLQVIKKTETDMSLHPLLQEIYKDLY
Redox H2O2 prof: compounds producing H2O2 with reducing agent – biochemical, NIH compound library profiling, artefact control for MLSCN library redox annotation, primary screen; DTT-dependent redox cycling H2O2, phenol red/HRP absorbance; 100% = 100 µM peroxide control, 0% = buffer; activation, % at 10 µM; 200,000 compounds, 0.03% hits; AID 878;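 active means activation of at least 50% relative to the plate's high and low controls in the primary single-dose screen; inactive means activation below 50%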;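 further: compound incubated with DTT at 0.8 mM final as the reducing agent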
bIAP inh: intestinal alkaline phosphatase (bovine) inhibition; 190,000 tested, under 10 active; inhibition, % at 20 µM; purified bovine IAP, CDP-star luminescence, 30 min; AID 1019;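 active means over 50% inhibition of intestinal alkaline phosphatase at 20 µM in the single-dose screen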
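System: Purified bovine intestinal alkaline phosphatase (IAP) enzyme | Input: IAP diluted 1/65,000,000 in the well | Also added: CDP-star chemiluminescent phosphatase substrate, 30 µM final | Dosing: 20 µM single dose | Times: Enzyme reaction for 30 min at room temperature | Detection: Luminescence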
L major viab: reduces viability of Leishmania major promastigotes | resazurin fluorescence viability | inhibition, % at 10 µM | 200,000 compounds, 9% hits; in the data active means inhibition above about 50%;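 further: promastigotes grown with compound for 44 hours at 28 °C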
PPARg SRC3 recr: promotes SRC-3 coactivator recruitment by human PPARgamma; biochemical PPARgamma/SRC-3 coactivator recruitment assay; activation, % at 8 µM; AID 731; 200,000 compounds, 0.26% hits; P37231; in the data active means activation above about 23%;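 further: 0% = DMSO and 100% = reference agonist; some compounds past the cut are filed as inactive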
RAM inhibit: yeast RAM network inhibition. inhibition, % at 50 µM. S. cerevisiae dse1pr::URA3 reporter, 5-FOA growth OD615, 2 d; analog-sensitive cbk1-as2 kinase mutant strain. 190,000 compounds, 1.8% hits. AID 868;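 active means inhibition above a set limit, 3 SD over mean compound inhibition, cut at about 8.4% in these data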;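 further: 0% = DMSO-only wells with no growth and 100% = 10 µM 1-NA-PP1 full growth; inhibition rescues growth on 5-FOA so higher OD means more RAM inhibition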
Efa HMGR inh: inhibitors of class II HMG-CoA reductase from Enterococcus faecalis; purified E. faecalis HMGR, NADPH absorbance 340 nm kinetic; inhibition, % at 10 µM; 190,000 compounds, 0.41% hits; AID 1066;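 active means inhibition above a set limit, the median over all tested compounds plus 3 SD, cut at about 9.5% in these data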;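 further: enzyme runs in reverse so mevalonate oxidation gives rising NADPH absorbance; 0% = complete reaction with DMSO and 100% = background rate lacking mevalonate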
S1P3 antag: antagonists of human S1P3 receptor; AID 485; Q99500; 170,000 compounds, 0.27% hits; CHO S1P3 NFAT-BLA reporter, FRET fluorescence, antagonist mode; inhibition, % at 4.98 µM;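 active means inhibition above the plate cutoff, the mean inhibition of test wells on that plate plus 3 SD, cut at about 28% in these data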;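 further: cells challenged with S1P at its EC80 of 0.8 µM; blue over green emission ratio from cleaved BLA substrate after 4 h stimulation; 0% = S1P-stimulated wells and 100% = unstimulated DMSO-only wells; some compounds past the cut are filed as inactive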
PPARg SRC-2 ag: promotes SRC-2 coactivator recruitment by human PPARgamma; PPARgamma LBD-SRC-2 recruitment, biochemical; activation, % at 8 µM; 200,000 compounds, 0.34% hits; in the data active means activation above about 22%;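 further: 0% = vehicle and 100% = reference agonist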
SRC2 TRFRET art: flags TR-FRET format artefacts in PPARgamma SRC-2 recruitment agonist screen. 200,000 compounds, 0.4% hits. TR-FRET ratio at 8 µM. AID 1049. TR-FRET artefact counter-screen; stronger effect = higher value; in the data active means TR-FRET ratio above about 2000; further: inactives centre near 1500; reference of the scale not given here
Active calls of the source: *; · = no result given.

SMILES | ROMK primary | PPARg SRC-1 ag | Redox H2O2 prof | bIAP inh | L major viab | PPARg SRC3 recr | RAM inhibit | Efa HMGR inh | S1P3 antag | PPARg SRC-2 ag | SRC2 TRFRET art
CCc1ccc(C(C(=O)NC2CCCC2)N(C(=O)/C=C/C(=O)Nc2cc(C)on2)c2ccccc2C)cc1 (stereo not drawn) | 0.177 | 1.8 | 0.5 | · | 99.4* | 1.5 | 3.6 | -2.9 | -5.4 | 1.2 | 1642
CCOC(=O)C1=C(C)OC(N)=C(C#N)C1c1ccc(O)c(OC)c1 (stereo not drawn) | -0.483 | 1.0 | 0.2 | 32.1 | 14.8 | -0.4 | 0.8 | -5.2 | · | 3.9 | 1575
Cc1ccsc1C(=O)N1CCCC(CCC(=O)NCc2ccccc2F)C1 (stereo not drawn) | 1.24 | 5.4 | 1.5 | -15.8 | 1.3 | -1.8 | -0.5 | 4.1 | -0.2 | -1.5 | 1474
CNc1oc(-c2ccccc2)nc1C#N | 0.271 | 5.4 | 0.3 | 10.3 | -4.4 | 8.8 | 1.2 | -0.2 | 16.9 | 4.3 | 1568
Cc1cccn2cc(-c3c[nH]c4ccccc34)nc12 | -0.0801 | 16.4 | -0.1 | 1.4 | 35.0 | 6.2 | 3.0 | -4.0 | 3.6 | -0.4 | 1734
CC(=O)Nc1ccc(S(=O)(=O)N2CCCN(S(=O)(=O)c3ccc(C)cc3)CC2)cc1 | · | 2.0 | 2.3 | 1.9 | 4.2 | -4.2 | 4.1 | -6.4 | 8.7 | 11.1 | 1530
COc1ccc2[nH]c(=O)c(CN(C(=O)c3cccnc3)c3ccccc3OC)cc2c1 | · | 8.2 | 3.0 | 11.4 | 1.7 | 11.6 | 2.5 | 1.3 | -10.8 | 1.0 | 1773
CCOC(=O)C1CCN(C(=O)Cc2c(C(=O)O)n(CC)c3ccccc23)CC1 | · | 2.2 | -2.1 | 0.6 | -13.1 | 5.9 | 1.1 | -7.5 | -63.3 | 8.9 | 1558
NS(=O)(=O)c1ccc(CCNC(=O)CN2CCN(c3cccc(Cl)c3)CC2)cc1 | -0.0012 | 0.8 | -0.1 | -16.3 | 33.4 | -0.1 | 1.4 | -5.0 | -3.0 | 3.1 | 1417
Cc1ccc(C)c(Nc2ccc(C(=O)NCCc3ccccc3)cn2)c1 | 2.7* | -5.5 | -0.2 | 1.0 | 18.4 | 2.6 | 1.6 | -0.6 | -6.7 | 8.8 | 1605
Cc1ccc2cc(CN(CC3CCCO3)C(=S)Nc3ccccc3)c(=O)[nH]c2c1C (stereo not drawn) | -1.37 | -0.8 | 0.6 | -0.6 | 67.0* | -0.2 | 0.9 | -5.0 | 4.6 | -10.0 | 1477
O=c1c(/C=N/OCc2ccc(Cl)cc2Cl)c[nH]n1-c1cccc(Cl)n1 | 0.992 | 8.3 | -2.3 | -12.9 | -11.1 | -0.5 | 2.3 | -6.0 | 10.4 | -1.8 | 2085*
Cc1cc(C(=O)NCCCN2CCCC2=O)no1 | · | -3.4 | 2.4 | 6.9 | -2.3 | -0.1 | 1.7 | 0.4 | 16.0 | 2.0 | 1722
CCOc1cc(C2CC(=O)c3c(ccc4ccccc34)N2)ccc1O (stereo not drawn) | 0.811 | 2.3 | -3.8 | 4.8 | 35.7 | 6.1 | 1.2 | -7.2 | · | 10.2 | 1520
Cc1ccc(C)c(N2CCN(C(=O)C(Cc3ccccc3)n3cccc3)CC2)c1 (stereo not drawn) | · | 2.9 | -0.7 | 12.0 | 21.7 | -4.2 | 5.7 | -1.0 | · | -4.9 | 1654
COC1CCCCC1Nc1ccc(C)c(C)c1 (stereo not drawn) | 0.273 | 5.4 | 0.4 | 18.7 | -7.2 | -0.3 | 1.9 | 0.8 | · | 3.8 | 1522
Cc1cccc(C(P(=O)(c2ccccc2)c2ccccc2)P(=O)(c2ccccc2)c2ccccc2)n1 | · | 2.5 | 0.4 | -4.2 | -4.0 | -6.0 | -1.3 | -7.1 | -10.3 | -1.9 | 1315
O=C(Nc1ccc(Oc2ccccc2)cc1)c1ccco1 | · | -0.6 | 3.9 | 40.2 | 1.7 | -3.7 | -0.4 | -3.1 | 9.1 | 4.7 | 1490
O=C(Nc1cccc(NC(=O)c2ccc(Br)o2)n1)c1ccc(Br)o1 | · | 19.1* | 5.7 | 17.0 | -9.3 | 12.3 | 5.7 | 7.4 | · | 14.4 | 1847
CCC1CCCCN1Cc1nc2c(c(=O)n(C)c(=O)n2C)n1CCC(C)C (stereo not drawn) | · | 1.4 | -0.8 | -6.1 | 35.1 | 4.9 | · | · | -25.5 | 5.6 | 1814
O=C(CN1CCOCC1)N/N=C/C(Br)=C\c1ccccc1 | -0.557 | 0.1 | -0.2 | 5.8 | 47.2 | 4.7 | -1.5 | -7.2 | -17.6 | 4.6 | 1628
CCOc1ccccc1N(CC(=O)Nc1ccc(S(=O)(=O)N2CCOCC2)cc1)S(=O)(=O)c1ccccc1 | · | 9.3 | 0.1 | -2.7 | 7.5 | 10.1 | 6.1 | -6.5 | · | 2.4 | 1506
N/C(=N\OC(=O)c1ccc2c(c1)OCO2)c1ccc(Br)cc1 | 0.657 | -2.7 | -1.6 | -13.8 | 1.6 | 4.8 | 4.3 | -3.2 | -2.6 | 9.6 | 1617
Cc1cc(C)nc(-n2nc(C)c(C3(O)C(=O)Nc4ccc(F)cc43)c2N)n1 (stereo not drawn) | · | 1.5 | 1.6 | -7.5 | -6.2 | -4.3 | 0.7 | 2.2 | -34.5 | -1.9 | 1431
CC(NC(=O)C1CCN(c2nnc(-n3cccc3)s2)CC1)C12CC3CC(CC(C3)C1)C2 (stereo not drawn) | · | -0.6 | 4.2 | 3.3 | 1.4 | -2.2 | 1.2 | 3.2 | -31.6 | 1.8 | 1539
The listing continues.
SMILES | ROMK primary | PPARg SRC-1 ag | Redox H2O2 prof | bIAP inh | L major viab | PPARg SRC3 recr | RAM inhibit | Efa HMGR inh | S1P3 antag | PPARg SRC-2 ag | SRC2 TRFRET art
O=c1c2ccccc2[nH]c(=S)n1Cc1ccc2c(c1)OCO2 | 1.14 | 11.0 | -0.7 | 0.7 | 3.0 | 2.2 | 1.8 | -1.5 | -14.1 | 0.5 | 1691
CCOC(=O)C(C)/C(C)=N\Nc1ccc([N+](=O)[O-])cc1[N+](=O)[O-] (stereo not drawn) | · | 3.1 | -0.9 | 7.5 | 1.6 | -2.1 | -1.6 | -0.8 | 13.1 | 3.1 | 1389
O=C(Nc1ccccc1Oc1ccccc1)C1CC1 | · | 3.1 | -0.4 | 15.1 | -4.6 | -4.7 | 0.8 | -2.1 | -10.8 | -6.7 | 1393
CC(=O)N1CCn2c3ccc(C)cc3c3cccc1c32 | · | 7.0 | 1.0 | 17.5 | 1.6 | 6.0 | -1.8 | 1.0 | · | 4.2 | 1686
Cc1nc(CC(=O)Nc2nc(C(C)(C)C)cs2)cs1 | -0.463 | 3.3 | 0.1 | -4.1 | 0.2 | -8.8 | 1.8 | -0.7 | 7.2 | -4.0 | 1459
CC(=O)NCC1CCCN(Cc2cn(-c3ccccc3F)nc2-c2cc(C)sc2C)C1 (stereo not drawn) | 0.31 | -8.8 | -0.1 | 1.1 | 0.5 | 4.8 | -0.8 | -4.1 | -13.2 | -1.7 | 1264
CCCC(=O)Nc1ccc(-c2nc3cc(C)ccc3o2)cc1 | · | 4.7 | 0.5 | -0.4 | 12.6 | 10.0 | 1.3 | -7.3 | 27.2 | -0.8 | 1503
CCO/C=C1/C(=O)N(c2ccccc2OC)C(=O)c2ccccc21 | 0.0671 | 4.4 | -0.9 | -1.2 | 4.8 | 0.7 | 1.6 | -3.5 | -22.1 | 1.2 | 1720
COCCNC(=O)c1onc(CSc2cccc(C)c2)c1C(=O)O | · | 1.9 | 11.7 | 1.6 | -4.7 | -4.6 | 0.1 | 0.2 | · | -0.1 | 1432
O=C(/C=C/c1ccc(Br)cc1)NC1CCCCCC1 | · | 1.1 | -3.1 | 10.5 | -4.0 | 4.5 | 3.8 | -4.3 | · | 1.5 | 1685
Clc1nc(NCc2ccco2)nc(N2CCCCC2)n1 | -0.291 | -5.5 | -1.9 | -4.8 | -12.2 | 3.4 | 2.5 | -1.5 | -10.2 | 8.1 | 1483
O=C(NCCc1ccc(Cl)cc1)/C(=C/c1cccnc1)NC(=O)c1ccccc1 | -0.0967 | 0.0 | 4.0 | 31.1 | 58.7* | 4.2 | -0.8 | -5.3 | 5.0 | -8.7 | 1661
C/C(=N\NC(=O)CSCc1ccc([N+](=O)[O-])cc1)c1ccccc1 | · | 5.1 | -0.7 | 1.9 | 3.0 | -0.1 | -0.5 | -1.4 | 5.9 | -1.2 | 1350
Cc1[nH]n(-c2cccc(Cl)c2)c(=O)c1C=NCC(C)C | 0.551 | -0.8 | -1.1 | -32.6 | -1.8 | -1.5 | 1.9 | 4.4 | -6.5 | 4.0 | 1571
COc1ccc(NC(=O)CC2CCCC2)cc1S(=O)(=O)N1CCCCC1 | -0.523 | 5.5 | -0.3 | 6.9 | 0.1 | 1.8 | 1.8 | 1.9 | -9.1 | -4.8 | 1595
CC(=O)c1c(C)nn(CC(O)COc2ccc3ccccc3c2)c1C (stereo not drawn) | · | 1.0 | -0.5 | -1.4 | -3.7 | 0.6 | 0.1 | 1.8 | -3.9 | 1.8 | 1481
Cc1cccc(N2CCN(C(=O)C3CCN(S(=O)(=O)c4cccc5cccnc45)CC3)CC2C)c1 (stereo not drawn) | · | · | -2.4 | -5.3 | 14.2 | · | 2.5 | -11.3 | 5.8 | · | ·
O=C(CSc1nnc(-c2cnccn2)n1Cc1ccco1)Nc1ccc(Br)cc1 | -1.26 | 1.7 | 0.6 | 8.2 | 0.1 | 4.0 | 5.8 | -5.9 | -18.9 | -12.0 | 1421
CCCCn1c(/N=C/c2ccc(N(C)C)cc2)nc2ccccc21 | · | 6.3 | 2.3 | 7.3 | 28.5 | 1.0 | 1.0 | -11.5 | · | 5.0 | 1656
Cc1ccccc1NCc1ccccc1O | · | 4.2 | -2.1 | 1.2 | -0.7 | -3.7 | 1.1 | -5.0 | 4.1 | 6.5 | 1418
Cc1ccc(/C=N/n2c(C)nnc2C)cc1 | -0.761 | -1.4 | -0.1 | 8.2 | -2.9 | -12.1 | -0.1 | -1.6 | -36.6 | -10.5 | 1501
CCOC(=O)CC(/C(C)=N\O)c1ccccc1 (stereo not drawn) | · | -1.9 | -1.4 | 9.3 | -4.9 | -1.0 | 0.3 | -1.2 | -32.3 | 6.9 | 1414

Records listed so far printed as active in PPARg SRC-1 ag.
smiles	ROMK primary	PPARg SRC-1 ag	Redox H2O2 prof	bIAP inh	PPARg SRC3 recr	RAM inhibit	Efa HMGR inh	S1P3 antag	PPARg SRC-2 ag
O=C(Nc1cccc(NC(=O)c2ccc(Br)o2)n1)c1ccc(Br)o1	·	19.1*	5.7	17.0	12.3	5.7	7.4	·	14.4
